Screens from PubChem.
A3A deaminase: blocks human APOBEC3A ssDNA deamination. P31941. recombinant A3A, FAM/TAMRA ssDNA deamination fluorescence. inhibition, % at 20 µM. 0.41% of 330,000 active. AID 493011;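 active = at least 40% inhibition at 20 µM here, with at most 30% in a related deaminase screen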;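 also: plate controls were A3A with DMSO for no effect and wells lacking A3A enzyme for full effect; some results filed as inactive read as strong as hits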
ATG4B inh: blocks human ATG4B protease cleavage of LC3 substrate | Q9Y4P1 | ATG4B cleavage of LC3-PLA2, NBD-HPC fluorescence, 1 h | inhibition, % at 8.33 µM | 0.51% of 340,000 active; in the data active = inhibition above about 40%
hIAP activ: increases human intestinal alkaline phosphatase activity; P09923; purified human IAP, CDP-Star luminescence, 30 min; hits give high values; 1 = vehicle-only enzyme, 0 = enzyme-free background; activation factor at 10 µM; 0.16% of 330,000 active;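 active = activation factor of the enzyme at least 2-fold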; also: the source names both 10 and 20 µM as test concentration; values of inactives mirror those of a sister screen read the other way
HKDC1 inh: blocks human hexokinase HKDC1 activity. recombinant HKDC1, G6PDH/diaphorase resazurin coupled fluorescence. inhibition, % at 20 µM. 0.16% of 340,000 active;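 active = inhibition above about 35% when tested at 20 µM, limit read from the data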;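 also: plate controls were DMSO wells with enzyme for no effect and DMSO wells lacking enzyme for full effect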
Target sequence (Q2TB90 whole entry, looked up): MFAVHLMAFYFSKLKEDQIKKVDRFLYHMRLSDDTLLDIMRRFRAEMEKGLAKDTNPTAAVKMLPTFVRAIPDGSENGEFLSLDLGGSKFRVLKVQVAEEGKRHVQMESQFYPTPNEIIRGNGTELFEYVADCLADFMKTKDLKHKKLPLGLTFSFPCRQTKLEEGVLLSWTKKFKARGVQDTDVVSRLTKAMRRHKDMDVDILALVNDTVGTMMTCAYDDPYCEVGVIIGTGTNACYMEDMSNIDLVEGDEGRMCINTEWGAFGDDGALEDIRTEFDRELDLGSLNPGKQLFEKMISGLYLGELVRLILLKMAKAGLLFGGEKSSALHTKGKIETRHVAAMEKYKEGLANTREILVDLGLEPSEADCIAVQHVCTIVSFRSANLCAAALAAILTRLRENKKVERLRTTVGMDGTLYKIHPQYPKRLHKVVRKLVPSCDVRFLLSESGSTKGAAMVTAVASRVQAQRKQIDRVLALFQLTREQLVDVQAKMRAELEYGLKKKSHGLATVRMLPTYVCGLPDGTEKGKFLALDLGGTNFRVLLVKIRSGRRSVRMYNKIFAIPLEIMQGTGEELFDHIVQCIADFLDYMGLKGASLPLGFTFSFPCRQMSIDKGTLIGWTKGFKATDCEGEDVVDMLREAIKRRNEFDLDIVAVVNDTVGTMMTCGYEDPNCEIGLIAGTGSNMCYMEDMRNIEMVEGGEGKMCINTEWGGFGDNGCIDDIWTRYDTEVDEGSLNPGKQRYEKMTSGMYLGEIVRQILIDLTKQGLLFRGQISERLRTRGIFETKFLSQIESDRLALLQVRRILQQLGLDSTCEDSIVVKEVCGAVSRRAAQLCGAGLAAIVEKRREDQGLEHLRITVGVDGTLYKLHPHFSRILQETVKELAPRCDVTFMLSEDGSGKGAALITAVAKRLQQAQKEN
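Test system: HK5 enzyme. Quantity: 5 µg/mL HK5 final. Reagent: glucose and ATP substrates. Schedule: 90 min reaction incubation at room temperature, dark. Technique: resazurin-to-resorufin fluorescence via G6PDH and diaphorase coupling, 525/613 nm. Control set: DMSO wells with and without enzyme mix.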
PfG6PD inh: PfG6PD (Plasmodium falciparum) enzyme inhibition; PfGluPho enzyme, NADPH resazurin-diaphorase fluorescence; inhibition, % at 20 µM; 0.78% of 350,000 active; AID 504690;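 active = inhibition reaching at least a set limit at 20 µM in the primary screen, cut at about 59% in these data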;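 also: 0% = DMSO wells with substrate and 100% = DMSO wells lacking glucose-6-phosphate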
mIAP act: increases mouse intestinal alkaline phosphatase activity | activation factor at 10 µM | AID 2805 | muIAP, CDP-Star luminescence, 30 min; hits give high values; 1 = vehicle-only enzyme signal, 0 = enzyme-free wells | 0.24% of 330,000 active;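 active = activation factor of at least 2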; also: the source names both 10 and 20 µM as test concentration; values of inactives mirror those of a sister screen read the other way
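System: mouse IAP enzyme. Reagent: CDP-Star chemiluminescent phosphatase substrate. Benchmarks: DMSO wells, no-enzyme wells. Times: 30 min enzyme-substrate-compound incubation at room temperature. Detection: luminescence from enzymatic CDP-Star hydrolysis. Doses: test compounds delivered from DMSO solution.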
hIAP block: blocks human intestinal alkaline phosphatase | purified IAP, CDP-Star luminescence, 30 min | inhibition, % at 10 µM | 0.12% of 330,000 active;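 active = inhibition reaching a set limit with compound at 10 µM in the primary screen, cut at about 35% in these data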;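 also: plate controls were DMSO wells with enzyme for no effect and no-enzyme buffer wells for full effect; values of inactives mirror those of a sister screen read the other way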
mIAP block: mouse IAP inhibition | AID 2806 | inhibition, % at 10 µM | 0.2% of 330,000 active | purified mouse IAP, CDP-Star luminescence, 30 min;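 active = inhibition of at least 40% at 10 µM in the primary screen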;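 also: plate controls were DMSO with enzyme for no effect and no enzyme wells for full effect; values of inactives mirror those of a sister screen read the other way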
Active calls of the source: *.

SMILES	A3A deaminase	ATG4B inh	hIAP activ	HKDC1 inh	PfG6PD inh	mIAP act	hIAP block	mIAP block
O=C(Nc1ccc(S(=O)(=O)N2CCCC2)cc1)c1ccc(OCC2CCCO2)cc1 (configuration not stated)	-10.1	-14.6	1.04	7.2	8.3	1.08	-3.8	-8.3
CCn1c(C)c(C)c2cc(C(=O)NCCCN3CCN(C)CC3)ccc21	-9.3	-3.8	1.21	-10.3	-0.2	1.03	-21.4	-3.4
CC(=NCCc1ccccc1)C1=C(O)CCC1=O	-0.7	9.0	0.913	-5.7	-7.1	0.998	8.7	0.2
C/C(=N\Nc1nc(N2CCOCC2)nc(N2CCOCC2)n1)c1cccc([N+](=O)[O-])c1	-3.0	-16.9	0.987	-11.5	-5.5	0.974	1.3	2.6
O=c1[nH]c2ccccc2nc1CCc1ccccc1	4.3	2.9	0.922	-7.7	-8.2	0.89	7.8	11.0
CC(=O)Nc1ccc(S(=O)(=O)Nc2cc([N+](=O)[O-])ccc2C)cc1	-1.1	0.1	1.05	-5.9	-15.0	1.02	-4.9	-2.3
CN(C)S(=O)(=O)c1cccc(C(=O)Nc2ccccc2)c1	-3.0	-1.4	1.02	-8.1	0.4	0.861	-2.1	13.9
COC(=O)CN(c1c(C)cccc1C)S(C)(=O)=O	1.4	12.2	0.997	-7.1	3.6	1.01	0.3	-0.7
CCOC(=O)N1CCC(NC(=O)CSCc2nc(-c3ccccc3Cl)oc2C)CC1	-1.3	-1.4	0.92	-5.2	3.1	0.908	8.0	9.2
O=C(c1cccnc1)N1CCN(S(=O)(=O)c2ccc(F)cc2)CC1	-2.0	-9.4	0.965	-7.7	10.9	0.967	3.5	3.3
CCCNc1nc(C)cc(-c2cc(C(=O)Nc3ccccc3)on2)n1	-3.3	1.9	1.05	-5.7	0.6	1.03	-5.2	-2.7
CC1=CC2=NC(=O)/C(=C\c3cc(C)n(-c4ccccc4)c3C)C(=N)N2O1	27.4	14.0	0.857	-11.2	-10.0	1.01	14.3	-1.3
O=C(CN1C(=O)S/C(=C\c2cccs2)C1=O)Nc1ccc(O)cc1C(=O)O	-4.7	2.6	0.877	1.8	-3.3	0.938	12.3	6.2
COc1ccccc1N1CC(C(=O)Nc2ccc3c(c2)OCO3)CC1=O (configuration not stated)	4.7	-7.2	0.958	-9.2	7.1	0.848	4.2	15.2
S=C(NCCc1ccccc1)N1CCn2cccc2C1c1cccnc1 (configuration not stated)	-5.6	-14.7	1.26	-1.0	21.6	1.03	-25.7	-3.3
COc1ccccc1C(=O)NC(=O)CSc1nncn1C	-2.7	-2.2	1.04	0.1	3.0	0.968	-4.1	3.2
Cc1nn(Cc2ccccc2)c(Cl)c1/C=C1\NC(=S)NC1=O	-3.3	-8.6	1.29	-1.7	-8.7	1.06	-29.0	-5.7
CC1(C)CCCC(C)(C)N1CC(O)COCCOc1ccc(Br)cc1 (configuration not stated)	-2.7	-1.9	1.05	-9.2	-3.2	0.906	-5.3	9.4
CCCn1ncc(CN2CCC(CO)(Cc3ccc(OC)cc3)CC2)c1C	-2.2	-0.5	1.24	-7.1	-3.7	1	-24.2	-0.5
CCc1cc2c(-c3ccccc3)cc(=O)oc2cc1OC(C)C(=O)NCC1CCC(C(=O)O)CC1 (configuration not stated)	0.0	0.4	0.829	12.4	-23.6	0.887	17.1	11.3
CC(=O)Nc1ccc(NC(=O)C/C(C)=N/NC(=O)c2cccc3ccccc23)cc1	-4.1	-2.7	1.14	4.1	1.5	0.929	-13.6	7.1
C/C(=N\NS(=O)(=O)c1ccc([N+](=O)[O-])cc1)c1ccc(NC(=O)c2ccco2)cc1	-3.2	-5.6	1.04	-3.8	-9.3	1.13	-3.6	-12.6
CN(C)C(=O)CN1CCN(Cc2cn(C)nc2-c2ccc3c(c2)OCCO3)CC1	-1.3	-7.5	1.17	-6.3	-7.2	1.03	-17.3	-3.2
CCOC(=O)C(NCc1ccco1)(NC(=O)c1ccccc1)C(F)(F)F (configuration not stated)	-1.9	-9.4	0.993	1.2	10.9	0.988	0.7	1.2
COc1ccccc1OCC(=O)NCC1CCCN(C(=O)c2ccccc2C(C)=O)C1 (configuration not stated)	-2.4	0.7	0.998	-1.5	-0.4	1.01	0.2	-1.1
CCC1OC2(C)OC(=N)C1(C#N)C(C#N)(C#N)C2c1ccccc1 (configuration not stated)	-2.9	-6.5	0.875	-4.4	-10.2	0.976	12.5	2.4
O=C(N/N=C/c1ccc(O)cc1)c1ccc(NC(=O)c2ccccc2Br)cc1	-3.8	-6.6	1.06	3.9	-0.3	0.989	-6.3	1.1
Cc1cc(C)cc(NC(=S)NC2CC3CCC(C2)N3Cc2ccco2)c1 (configuration not stated)	-7.1	-4.1	0.989	0.1	7.7	1.3	1.1	-29.9
CC(OC(=O)c1nsc(Cl)c1Cl)C(=O)NCc1cccs1 (configuration not stated)	-1.1	-10.7	0.892	-0.5	2.1	0.932	10.8	6.8
Cc1ccc(-n2nc3c(c2NC(=O)c2ccco2)CS(=O)(=O)C3)cc1	2.7	0.4	0.938	4.8	10.3	1.04	6.2	-4.4
CC1CC(C)(C)Nc2ccc(OC(=O)c3ccco3)cc21 (configuration not stated)	-1.5	-9.8	1.04	1.9	32.2	0.998	-4.1	0.2
Cc1ccnc(NS(=O)(=O)c2ccc(N=CC3=C(O)CC(C)(C)CC3=O)cc2)n1	-2.7	2.2	1.13	2.3	-6.1	1.08	-12.6	-8.5
O=C(Nc1ccccc1C(F)(F)F)c1ccc(F)c(S(=O)(=O)N2CCOCC2)c1	1.1	-0.5	0.86	6.0	-18.4	1.04	14.0	-4.0
Cc1cccc(NC(=O)c2ccc(S(=O)(=O)C(F)F)cc2)c1C	1.7	-10.0	0.969	-6.5	-3.8	1	3.1	-0.2
Cc1cc(=O)oc2cc(OCC(O)CN3CCc4ccccc4C3)ccc12 (configuration not stated)	1.8	-14.7	1.06	0.4	-1.0	0.973	-6.3	2.7
COc1ccccc1NS(=O)(=O)c1cccc(C(=O)NN)c1	-0.3	-3.0	0.817	-6.3	-7.7	0.964	18.3	3.6
COc1ccc(C2C(C#N)=C(N)OC3=C2C(=O)CCC3)cc1Cn1nc(C)c([N+](=O)[O-])c1C (configuration not stated)	-0.9	1.7	1.15	-7.7	-13.7	1.01	-15.2	-0.9
c1ccc(-n2nnnc2SCc2cn3ccccc3n2)cc1	-2.5	-4.3	0.875	1.9	-9.7	0.99	12.5	1.0
COc1cccc(C(=O)O/N=C/c2ccc(Sc3ccc(C)cc3)nc2)c1	-3.9	10.4	0.89	-7.3	-2.3	0.982	11.0	1.8
Oc1cccc(/C=N/N(Cc2ccccc2)c2ccccc2)c1	6.0	27.2	0.757	4.5	3.2	0.932	24.3	6.8

Reformatted with each value named: part of the list above.
CCOC(=O)C(NCc1ccco1)(NC(=O)c1ccccc1)C(F)(F)F (configuration not stated)
  A3A deaminase = -1.9	ATG4B inh = -9.4	hIAP activ = 0.993	HKDC1 inh = 1.2	PfG6PD inh = 10.9	mIAP act = 0.988	hIAP block = 0.7	mIAP block = 1.2

O=C(N/N=C/c1ccc(O)cc1)c1ccc(NC(=O)c2ccccc2Br)cc1
  A3A deaminase = -3.8	ATG4B inh = -6.6	hIAP activ = 1.06	HKDC1 inh = 3.9	PfG6PD inh = -0.3	mIAP act = 0.989	hIAP block = -6.3	mIAP block = 1.1

Cc1cc(=O)oc2cc(OCC(O)CN3CCc4ccccc4C3)ccc12 (configuration not stated)
  A3A deaminase = 1.8	ATG4B inh = -14.7	hIAP activ = 1.06	HKDC1 inh = 0.4	PfG6PD inh = -1.0	mIAP act = 0.973	hIAP block = -6.3	mIAP block = 2.7

COc1cccc(C(=O)O/N=C/c2ccc(Sc3ccc(C)cc3)nc2)c1
  A3A deaminase = -3.9	ATG4B inh = 10.4	hIAP activ = 0.89	HKDC1 inh = -7.3	PfG6PD inh = -2.3	mIAP act = 0.982	hIAP block = 11.0	mIAP block = 1.8

Other results follow.
SMILES	A3A deaminase	ATG4B inh	hIAP activ	HKDC1 inh	PfG6PD inh	mIAP act	hIAP block	mIAP block
Cc1ccc(-n2ccnc(SCC(=O)NC3CCCC3)c2=O)cc1F	-0.2	-1.4	0.922	1.8	8.2	0.864	7.8	13.6
O=c1c2nnn(-c3ccc(Cl)cc3)c2ncn1Cc1ccccn1	4.7	7.6	1.03	-3.0	5.4	0.996	-3.2	0.4
COc1ccccc1CNC(=O)C/C(C)=N/NC(=O)COc1ccc(C)cc1Br	-2.6	-11.2	1.09	-5.7	-2.7	1.01	-9.6	-1.2
Cc1ccc(NC(=O)CCc2c(C)nn(-c3ccc(N4CCOCC4)nn3)c2C)cc1C	4.2	-3.6	1.18	-1.7	-14.5	1.04	-17.5	-3.7
Cc1cccc(C(=O)N[C@H](C(=O)Nc2nc3ccc(S(C)(=O)=O)cc3s2)C(C)C)c1	1.3	-12.4	0.963	9.4	23.6	0.98	3.7	2.0
COc1ccc(CNC(=S)N/N=C(/C)c2ccccc2)cc1	-7.9	-10.1	1.51	1.0	1.6	1.1	-50.9	-9.8
Cc1ccc(-n2nnnc2SCc2ccc(C(=O)O)cc2)cc1C	2.7	-1.6	0.912	-0.7	-25.5	1.08	8.8	-8.5
Cc1cc(C)nc(SCC(=O)Nc2ncc(Cc3cccc(Cl)c3Cl)s2)n1	-1.7	-10.6	0.903	-7.7	3.2	0.916	9.7	8.4
CCOc1cc(C(=O)O)cc(Cl)c1OCC#N	1.0	8.6	0.954	-7.2	-9.3	1.01	4.6	-1.3
CC(C)Oc1ccc(C(=O)NC(=S)N2CCOCC2)cc1	-1.7	-5.0	1.11	-7.6	2.5	1.06	-11.1	-5.6
COc1ccc(C(=O)NCc2ccc3c(c2)OCO3)c(OC)c1	-6.5	-0.7	0.984	-0.4	10.6	1.14	1.6	-13.6
COc1ccc(C(=O)Nc2cc(Cl)ccc2C(=O)O)cc1	2.1	5.6	1.11	6.2	104.8*	1.06	-10.8	-5.7
Cc1ccc(NC(=O)c2ccc(N3CCOCC3)c([N+](=O)[O-])c2)cc1S(=O)(=O)N1CCOCC1	1.1	-10.7	0.755	-1.9	22.1	1.05	24.5	-5.1
COc1ccc(Cl)cc1N(C(=O)c1ccco1)C(C(=O)NC1CCCC1)c1cccnc1 (configuration not stated)	2.1	0.5	0.992	-4.7	-2.8	0.973	0.8	2.7
CC1(OC(=O)C2CCCC2)C(=O)C=C2C=C(c3ccsc3)N(C3CCCCC3)C=C2C1=O (configuration not stated)	-0.8	-9.5	0.83	15.6	42.0	1.01	17.0	-1.5
Cc1[nH]c2ccccc2c1C(=O)C(C)OC(=O)c1ccc([N+](=O)[O-])o1 (configuration not stated)	-2.4	-5.2	1.14	3.7	24.0	1.08	-13.5	-8.2
CCOC(=O)c1c(C)[nH]c(C(=O)NNC(=O)c2ccccc2)c1C	-6.8	-7.0	0.879	7.9	-5.9	0.902	12.1	9.8
Cc1nc2ccccc2c2nc3ccccc3n12	-3.0	-7.9	1.07	0.2	6.8	0.998	-6.8	0.2
CC(CCCC(C)(C)O)NC(=O)c1cc(COc2ccc3ncccc3c2)on1 (configuration not stated)	-0.4	1.1	0.971	-7.8	-12.1	0.953	2.9	4.7
CC(C)(C)OC(=O)C[C@H]1C/C=C\C[C@H](CC(=O)N[C@H](CO)Cc2ccccc2)C(=O)N[C@H](C(C)(C)C)COC1=O	0.4	-7.0	1.07	-5.8	6.1	1.2	-6.6	-19.5

Not a hit list; overall some 2.4% were active at least once.
